HepG2 viability: counter-screen for TGF-b inhibitors: cytotoxicity in HepG2 cells | HepG2 CAGA-GFP viability, ATP luminescence, 18 h | Potency, µM (titrated, usually from 46.1 µM), inactives show at the highest dose activity change, negative = cytotoxicity, actives largely listed as cytotoxic | actives 0.76% (n = 410,000); active means well fitted cell-killing curve with a large enough effect; inactive means no such curve, though single readings can be large or run the other way; further: some results filed as inactive show a strong effect at the top dose
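CellTiter-Glo luminescence gave cytotoxicity after 18 hours at 37 degrees C. The cells were HepG2 CAGA-GFP in 1% FBS DMEM, stimulated with 500 pg/mL TGF-beta after compound addition. %Activity was normalised to no-cell wells (complete cell-killing) and DMSO (no toxicity), and curves were fitted and classified.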
* hit, by the source's call. Potency means the concentration at half of the fitted maximal effect. A portion of the library; rates above refer to the full screens.

SMILES	HepG2 viability
COc1ccc(OC)c(C(C)NC(=O)Cn2c(=O)cc(C)c3c(C)nn(-c4ccc(C)cc4)c32)c1 (stereo not given)	-2.4%
Oc1c(C(c2ccccc2)N2CCCC2)sc2nc(-c3ccco3)nn12 (stereo not given)	2.5%
CCc1ccc(NC(=O)Cn2c(=O)n(Cc3ccc4c(c3)OCO4)c(=O)c3oc4ccccc4c32)cc1	-10.4%
COc1ccc(NC(=O)c2c(NC(=O)COc3ccccc3)sc3c2CCC(C)C3)cc1 (stereo not given)	-2.5%
COc1cccc(CN2C(=O)CN(C3CCCCC3)C(=O)C2c2ccc(OC(C)C)c(OC)c2)c1 (stereo not given)	-24.0%
Cc1c(-c2cccc(NC(=O)C(C)(C)C)c2)nc2ncccn12	-5.1%
CC1Cc2cc(S(=O)(=O)CCC(=O)Nc3ccc(F)c(Cl)c3)ccc2N1C(=O)C1CC1 (stereo not given)	-13.7%
O=C(CSc1nccn1Cc1ccc2c(c1)OCO2)Nc1ccccc1F	-19.8%
COc1ccc(/C=C\c2onc(C)c2S(=O)(=O)N2CCC(C(=O)Nc3cccc(OC)c3)CC2)cc1	-30.2%
O=C(NCC1CCCO1)c1c[nH]c2ccc(S(=O)(=O)Nc3cccc(C(F)(F)F)c3)cc2c1=O (stereo not given)	-20.9%
CCc1cc(=O)[nH]c(SCc2nc(-c3ccc(C(F)(F)F)cc3)no2)n1	-53.6%
O=C(CSc1nc(=O)[nH]c2c1CCCC2)Nc1ccccc1C(F)(F)F	-1.9%
CCOC(=O)C1=C[C@@H](C(=O)OCC)[C@@H]2C3=C(C(=O)C2(C)C)[C@H](c2ccccc2)[C@@H]2C(=O)N(c4ccccc4)C(=O)[C@@H]2[C@@H]3C1	-0.1%
COc1cccc(-c2cn3c(n2)sc2cc(C(=O)NCCC4=CCCCC4)ccc23)c1	-21.6%
CCOC(=O)c1cc(C)n(CC2CCC(C(=O)Nc3ccccc3OC)CC2)c1C (stereo not given)	-21.8%
Cc1cc(=O)n2[nH]c(NC(=O)c3cccc(Cl)c3)nc2n1	-0.9%
Cc1ccc(C(=O)CC2(O)C(=O)N(Cc3ccccc3)c3ccc(Br)cc32)cc1 (stereo not given)	-104.4%
COc1cccc(CNC(=O)c2ccc3c(c2)nc2n3CCC(C)C2)c1OC (stereo not given)	-4.8%
O=C(Nc1ccc(Cl)cc1Cl)c1cc(S(=O)(=O)N2CCCCCC2)ccc1F	-2.5%
COc1ccc(C2c3[nH]c4ccccc4c3CCN2C(=O)CCC2CCCC2)cc1 (stereo not given)	-21.2%
COc1ccccc1NC(=O)CN1C(=O)CSc2ccc(S(=O)(=O)N3CCCC3)cc21	-7.3%
CN(C)CCNC(=O)c1ccc(-n2c(-c3ccccc3)cc3c2CCCCC3)cc1	-2.5%
Cc1ccccc1C(=O)Nc1ccc(OCc2cc(=O)n3ccccc3n2)cc1	0.4%
Cc1ccc(N2CCN(C(=O)c3cn(C)c4ccc(S(=O)(=O)N5CCCC5)cc4c3=O)CC2C)cc1 (stereo not given)	6.1%

Reformatted in CSV form: entries from further up.
SMILES,HepG2 viability
COc1ccc(OC)c(C(C)NC(=O)Cn2c(=O)cc(C)c3c(C)nn(-c4ccc(C)cc4)c32)c1 (stereo not given),-2.4%
Oc1c(C(c2ccccc2)N2CCCC2)sc2nc(-c3ccco3)nn12 (stereo not given),2.5%
CCc1ccc(NC(=O)Cn2c(=O)n(Cc3ccc4c(c3)OCO4)c(=O)c3oc4ccccc4c32)cc1,-10.4%
COc1ccc(NC(=O)c2c(NC(=O)COc3ccccc3)sc3c2CCC(C)C3)cc1 (stereo not given),-2.5%
COc1cccc(CN2C(=O)CN(C3CCCCC3)C(=O)C2c2ccc(OC(C)C)c(OC)c2)c1 (stereo not given),-24.0%
Cc1c(-c2cccc(NC(=O)C(C)(C)C)c2)nc2ncccn12,-5.1%
CC1Cc2cc(S(=O)(=O)CCC(=O)Nc3ccc(F)c(Cl)c3)ccc2N1C(=O)C1CC1 (stereo not given),-13.7%
O=C(CSc1nccn1Cc1ccc2c(c1)OCO2)Nc1ccccc1F,-19.8%
COc1ccc(/C=C\c2onc(C)c2S(=O)(=O)N2CCC(C(=O)Nc3cccc(OC)c3)CC2)cc1,-30.2%
O=C(NCC1CCCO1)c1c[nH]c2ccc(S(=O)(=O)Nc3cccc(C(F)(F)F)c3)cc2c1=O (stereo not given),-20.9%
CCc1cc(=O)[nH]c(SCc2nc(-c3ccc(C(F)(F)F)cc3)no2)n1,-53.6%
O=C(CSc1nc(=O)[nH]c2c1CCCC2)Nc1ccccc1C(F)(F)F,-1.9%
CCOC(=O)C1=C[C@@H](C(=O)OCC)[C@@H]2C3=C(C(=O)C2(C)C)[C@H](c2ccccc2)[C@@H]2C(=O)N(c4ccccc4)C(=O)[C@@H]2[C@@H]3C1,-0.1%
COc1cccc(-c2cn3c(n2)sc2cc(C(=O)NCCC4=CCCCC4)ccc23)c1,-21.6%
CCOC(=O)c1cc(C)n(CC2CCC(C(=O)Nc3ccccc3OC)CC2)c1C (stereo not given),-21.8%
Cc1cc(=O)n2[nH]c(NC(=O)c3cccc(Cl)c3)nc2n1,-0.9%
Cc1ccc(C(=O)CC2(O)C(=O)N(Cc3ccccc3)c3ccc(Br)cc32)cc1 (stereo not given),-104.4%

(list continues)
SMILES	HepG2 viability
CCCn1c2ccccc2c2cnn(CC(=O)N(CC)c3cc(C)ccc3C)c(=O)c21	-52.7%
Cc1nc2ccn(Cc3cccs3)c(=O)c2cc1C(=O)NCc1ccc(Br)cc1	-44.3%
O=C1C2C(c3ccccc3)CC=CC2C(c2ccc(C(F)(F)F)cc2)N1Cc1ccccc1 (stereo not given)	-56.6%
Cc1cc2nc(-c3ccc(NC(=O)c4ccc(OCC(C)C)cc4)cc3)oc2cc1C	-9.5%
CCCc1nc2ccccc2n1CC(O)COc1ccc(C(=O)OC)cc1 (stereo not given)	-28.1%
Cc1cc(C)c(Cn2c(=O)n(CCCC(=O)NCc3ccc4c(c3)OCO4)c(=O)c3sccc32)c(C)c1	2.7%
Cc1ccc(CNC(=O)Cn2ccn(-c3ccc(C)c(C)c3)c(=O)c2=O)cc1	-4.1%
CCc1ccc(NC(=O)CSc2nccn2-c2ccc(F)cc2)cc1	-30.0%
COc1ccccc1N1CCN(S(=O)(=O)CCNC(=O)Cc2ccc(Cl)cc2)CC1	-7.4%
O=C(CSCc1ccc(F)cc1)N1CCc2c([nH]c3ccccc23)C1c1ccccc1 (stereo not given)	-26.0%
O=C(NC1CC1)c1ccc(Cn2c(SCc3ccccc3F)nc3cccnc32)cc1	-48.0%
Cc1cccc(N(C)C(=O)CCS(=O)(=O)c2ccc3c(c2)n(C)c(=O)c(=O)n3C)c1	-6.0%
CC(=O)c1[nH]c(C)c(C(=O)NCc2ccc(Cl)cc2)c1C	-13.2%
COc1ccc(N2CCN(c3oc(/C=C/c4cccc(OC)c4)nc3C#N)CC2)cc1	6.0%
Cc1ccc(Cn2c(SCC(=O)NCc3ccccc3Cl)nc3ccsc3c2=O)cc1	10.5%
COc1ccc(CNC(=O)CN2C(=O)COc3ccc(S(=O)(=O)N4CCCCCC4)cc32)cc1	-21.6%
Cc1cccc(N2CCN(C(=O)c3ccc4c(c3)N(Cc3ccccc3)C(=O)c3ccccc3S4(=O)=O)CC2C)c1 (stereo not given)	9.3%
Cc1ccc(NC(=O)C2CC(=O)N(c3ccc(OC(C)C)cc3)C2)cc1 (stereo not given)	-24.1%
CC(C)CCN1C(=O)c2ccccc2CC1(C)C(=O)NC1CCCCC1 (stereo not given)	0.5%
CCOc1ccc2nc(N(Cc3cccnc3)C(=O)C3CCCCC3)sc2c1	-34.0%
Cc1cccc(C)c1OCC(=O)NCC1(N2CCOCC2)CCCCC1	-31.9%
Cn1c(SCC(=O)N2CCCc3ccccc32)ncc(C(=O)Nc2ccccc2)c1=O	-3.7%
CCN(Cc1ccccc1)C(=O)Cn1c(=O)oc2cc(S(=O)(=O)N3CCCCCC3)ccc21	-18.4%
COc1cc(OC)c(N(C)C(=O)c2nn(C)c3c2CSc2ccccc2-3)cc1Cl	-39.6%
CC(C)c1ccc(OC(=O)c2cc(-c3ccccc3)on2)cc1	0.0%
O=C(NC1CC(=O)N(c2cccc(F)c2)C1)c1ccc(S(=O)(=O)N2CCCCC2)cc1 (stereo not given)	-21.7%
CCOc1ccc(NC(=O)c2ccc(F)c(S(=O)(=O)N(CC)Cc3ccccc3)c2)cc1	-28.4%
CCN(c1ccccc1)S(=O)(=O)c1c(-c2ccc(C)cc2)csc1C(=O)OC	-23.5%
CCOc1ccc(CCNC(=O)CCn2c(=O)c3cccn3c3cccnc32)cc1	-1.6%
O=C(NCCc1ccccc1)c1nn(-c2ccccc2Cl)nc1CO	-29.3%
Cc1c(Cl)cccc1NC(=O)CCn1c(=O)c2cccn2c2ccccc21	2.4%
COc1cc(Nc2nc(SCC(=O)c3ccc(Cl)c(Cl)c3)nc3ccccc23)cc(OC)c1	-2.6%
CC(=O)Nc1ccc(SCC(c2ccccc2)N2CCN(CCc3ccccc3)CCC2=O)cc1 (stereo not given)	0.5%
CCOc1ccccc1NS(=O)(=O)c1cnc(N)nc1	1.0%
COc1cc(C(=O)N2CCC(c3nc4ccccc4o3)CC2)cc(OC)c1OC	-10.2%
CCC1CN(C(=O)Nc2cccc3c2CCCC3)c2ccccc2O1 (stereo not given)	-40.4%
Cc1ccc(NC(=O)Cn2nc(-c3ccncc3)ccc2=O)cc1Cl	0.7%
CCN(CCCNC(=O)c1ccc(Sc2ccc(C)cc2)c(NC(C)=O)c1)c1cccc(C)c1	-14.0%
CCN(CC)c1ccc(NS(=O)(=O)c2cc(-c3onc(C)c3C)ccc2OC)c(C)c1	-25.0%
CC(C)c1ccc(NC(=O)CN2C(=O)COc3ccc(S(=O)(=O)N4CCCCC4)cc32)cc1	-12.5%
Cc1ccc(C)c(CSc2nc3ncccc3[nH]2)c1	-23.4%
COc1ccc(Cl)cc1NC(=O)c1sc(-n2nc(C)c(Cc3ccccc3)c2C)nc1C	4.3%
COc1ccc(CNC(=O)c2cc3c(=O)n(Cc4ccco4)ccc3nc2C)c(OC)c1	-14.4%
Cc1ccnc2nc(NC(=O)c3ccccc3Cl)nn12	2.0%
CC(=O)c1cccc(NC(=O)c2c(-c3ccccc3)c(-c3ccccc3)nn(C)c2=O)c1	-3.3%
CCOc1cccc(C2c3[nH]c4ccccc4c3CCN2C(=O)CCC2CCCC2)c1 (stereo not given)	-3.9%
O=C(NC1CC(=O)N(c2ccc(F)cc2)C1)C1CC1 (stereo not given)	-15.1%
CCc1ccc(-n2c(=O)c3cccnc3n2CC(=O)Nc2ccccc2C(F)(F)F)cc1	11.2µM*
COc1ccc(CNC(=O)c2nc(SCc3ccc(C)cc3)ncc2Cl)cc1	-37.0%
Cc1csc2nc(COC(=O)c3ccccc3NC(=O)c3cccc(Br)c3)cc(=O)n12	-4.1%
CCCCn1c(=O)c2oc3ccccc3c2n(Cc2cccc(F)c2)c1=O	-21.4%
CC(C)(C)C(=O)Cn1c(=O)n(CCCCCC(=O)NCc2ccccc2Cl)c(=O)c2sccc21	-24.0%
COc1ccc(Oc2c(C(F)(F)F)oc3c(CN4CCCC(C)C4)c(O)ccc3c2=O)cc1 (stereo not given)	-1.5%
COc1cccc(NC(=O)CSc2nc(C)c(Cc3ccccc3)c(=O)[nH]2)c1	-20.3%
CCn1c(SCC(=O)Nc2ccccc2C(=O)OC)nc2ccsc2c1=O	-0.6%
CCOc1ccc(-c2nonc2NC(=O)c2oc3ccc(Br)cc3c2C)cc1	-23.9%
Cc1coc2cc3oc(=O)c(CC(=O)NCCc4ccccc4F)c(C)c3cc12	-3.2%
Cn1c(-n2cccc2)c(-c2c(-c3ccc(F)cc3)[nH]c3c2c(=O)[nH]c(=O)n3C)c(=O)[nH]c1=O	-1.4%
Cc1ccc(-c2onc(C)c2C)cc1S(=O)(=O)Nc1ccc(Cl)cn1	-1.2%
Cc1ccc(CSc2nc3cc(C(=O)NC4CCCC4)ccc3c(=O)n2Cc2ccccc2)cc1	-5.1%

Further compounds follow:
SMILES	HepG2 viability
O=C(NCc1ccco1)c1ccc(Cn2c(SCc3ccc(F)cc3)nc3cccnc32)cc1	-28.7%
CS(=O)(=O)N1CCN(/[N+]([O-])=N/Oc2ccc([N+](=O)[O-])cc2[N+](=O)[O-])CC1 (tested in a mixture with another compound)	-8.6%
CC(C)CC(=O)N1c2nc(C(C)C)nn2C2(CCCCC2)[C@@H]2CCCC[C@@H]21	-12.0%
COc1ccccc1CNC(=O)c1cc2cc(S(=O)(=O)N3CCCCC3)ccc2n1C	-16.5%
CCOc1ccccc1C(=O)N1CCC(c2nc3ccccc3o2)CC1	-21.3%
COc1ccc(-c2nc3c(c(SCC(=O)Nc4ccc(C(=O)O)cc4)n2)Cc2ccccc2O3)cc1	-8.3%
CCOC(=O)CN1C(=O)c2cccnc2Oc2ccccc21	-22.8%
COc1ccc(CNc2nc(-c3ccco3)nn2C(=O)CC(C)C)cc1	-0.3%
Cc1c(C(=O)OCc2ccccc2)[nH]c2c1C(=O)CC(c1ccc(Cl)cc1)C2 (stereo not given)	-0.1%
COc1cc(C2C(=O)N(C3CCCCCC3)CC(=O)N2CCC2=CCCCC2)ccc1OC(C)C (stereo not given)	-5.0%
COc1ccc(C(=O)Nc2nnc(S(=O)(=O)N(CC(C)C)c3ccc(C)cc3)s2)cc1OC	-0.6%
CCn1c(=O)c2cc(C(=O)N3CCN(c4cccc(OC)c4)CC3)sc2c2ccccc21	-4.0%
CCCn1c(=O)c2sccc2n2c(CCCC(=O)Nc3ccccc3F)nnc12	-5.7%
CCOC(=O)c1cc(-c2ccccc2)n(CCC(=O)Nc2cc(C)cc(C)c2)c1C	-23.5%
Fc1ccc(Nc2nc(SCc3ccc(Cl)cc3)nc3ccccc23)cc1	-87.3%
COc1ccc(C2C=C(c3ccc(Br)cc3)Nc3nnnn32)c(OC)c1 (stereo not given)	-19.2%
O=C(CC(c1cccs1)N1Cc2ccccc2C1=O)Nc1ccc(Cl)cc1 (stereo not given)	-50.7%
Cc1ccc2nc(-c3ccc(NC(=O)c4ccc(S(C)(=O)=O)cc4)cc3)sc2c1	3.4%
COc1ccc(Cl)cc1NC(=O)Cn1c(=O)n2nc(-c3ccccc3)nc2c2ccccc21	-24.1%
